Epigenetic derep – derepresses silenced GFP reporter in murine cells | murine LDR cells, GFP reporter derepression, 30 h | Potency, µM (doses to about 53.9 µM), inactives show top-dose GFP activation, hits mostly activators | hit rate 0.2% among 280,000 | AID 1865; note: % of control where 0% means no effect; nearly all actives have a fitted effect of over 60% in size
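Murine LDR cells carrying a silenced, genomically integrated CMV-driven GFP reporter were exposed to compound for 30 hours at 37 C. After PBS washes, GFP-positive cells (20–120 um objects) were counted by laser-scanning microplate cytometry.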
JMJD2E inh – JMJD2E (human) inhibition | B2RXH2 | JMJD2E catalytic domain, FDH-coupled NADH fluorescence (FDH is formaldehyde dehydrogenase) | Potency, µM (doses to about 57.1 µM), for the others: at the top dose activity change, negative = inhibition, hits mostly inhibitors | hit rate 1.6% among 230,000; active = well fitted inhibition curve with a large enough effect, not every such curve was filed as active; inconclusive = small, poorly fitted or top-dose-only effect, or another doubt; inactive = no such curve, though single readings can be large or run the other way;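 note: 0% = wells with enzyme and -100% = buffer wells without enzyme; nearly all actives have a fitted effect of over 50% in size; many of its hits are not listed in these tables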
Target sequence (B2RXH2 1-337 limits assumed): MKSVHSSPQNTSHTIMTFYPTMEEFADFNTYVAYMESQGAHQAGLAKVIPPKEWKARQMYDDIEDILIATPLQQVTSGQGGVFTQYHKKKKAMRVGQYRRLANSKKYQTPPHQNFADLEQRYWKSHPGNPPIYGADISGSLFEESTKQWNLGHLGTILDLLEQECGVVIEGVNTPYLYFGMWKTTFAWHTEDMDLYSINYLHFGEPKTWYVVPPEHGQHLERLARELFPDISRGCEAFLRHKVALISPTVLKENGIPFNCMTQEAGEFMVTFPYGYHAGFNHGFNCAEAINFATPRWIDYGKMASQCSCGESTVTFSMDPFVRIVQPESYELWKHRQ
Luc counter – counter-screen: inhibitors of Kinase-Glo firefly luciferase. hit rate 0.28% among 200,000. AID 1379. Q27757. Potency, µM (top dose mostly 38.3 µM), inactives show at the highest dose activity change, negative = inhibition, usual class: inhibitors. Kinase-Glo luciferase, ATP luminescence, 8 min; note: % is set by controls: 0 for no effect and ±100 for the full control effect; nearly all actives have a fitted effect of over 60% in size
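Light output from Kinase-Glo luciferase with luciferin and 10 uM ATP in 50 mM imidazole pH 7.2, KCl, MgCl2, Tween 20, BSA; compound pin-delivered, 8-min ambient incubation, then luminescence read.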
NPSR antag – blocks cAMP signaling of the human neuropeptide S receptor; AID 1461; CHO-NPSR cells, cAMP TR-FRET, antagonist mode; Potency, µM (highest dose often 38.3 µM), for inactives: at the top dose activity change, negative = inhibition, usual class: inhibitors; hit rate 1% among 220,000; Q6W5P4; note: % is set by controls: 0 for no effect and ±100 for the full control effect; nearly all actives have a fitted effect of over 50% in size; many of its hits are not listed in these tables
SMN2 splice enh – enhancers of SMN2 splice variant expression. HEK293 SMN2-luciferase splicing reporter, luminescence, 30-36 h. Potency, µM (titrated, usually from 46.1 µM), for the others: at the highest dose activity change, positive = activation, usual class: activators. hit rate 2.8% among 210,000; note: % of control where 0% means no effect; nearly all actives have a fitted effect of over 55% in size
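qHTS luciferase splicing reporter: luminescence rises when SMN2 exon 7 is included in transfected HEK293 cells. Compound exposure lasted 30-36 h at 37C, with 4.5 mM final sodium butyrate as control, followed by a ONE-Glo read.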
IMPase Li inh – cell-permeable IMPase inhibitors with lithium potentiation. CHO-M1 cells, IP1 TR-FRET (IP-One), carbachol + lithium. Potency, µM (highest dose often 59.4 µM), for the others: top-dose activity, negative = IMPase inhibition, most hits filed as inhibitors. hit rate 0.35% among 210,000;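 note: IP1 builds up when IMPase is blocked and the TR-FRET signal falls; plate controls were basal vehicle for no effect and high inhibitor control for full effect; nearly all actives have a fitted effect of over 50% in size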
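Lithium-sensitised IP1 accumulation assay; M1-expressing CHO cells treated 30 min at 37C with compound. Competitive antibody detection by time-resolved FRET followed a 10 min room-temperature lysis step.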
GoLoco inh red – blocks human Gai1 binding to RGS12 GoLoco peptide, red readout. Potency, µM (titrated, usually from 61.6 µM), for inactives: top-dose activity, negative = inhibition, hits mostly inhibitors. P63096. Gai1:RGS12 GoLoco peptide FP, rhodamine, 10 min. hit rate 0.44% among 230,000; active = well fitted inhibition curve with a large enough effect, not every such curve was filed as active; inactive = no such curve, though single readings can be large or run the other way; note: % is set by controls: 0 for no effect and ±100 for the full control effect; nearly all actives have a fitted effect of over 30% in size; many of its hits are not listed in these tables
RECQ1 helicase – inhibitors of human RECQ1 DNA helicase. P46063. RECQ1 DNA unwinding, red fluorescence kinetic read. Potency, µM (titrated, usually from 57.3 µM), for inactives: at the highest dose activity, negative = inhibition, actives largely listed as inhibitors. hit rate 0.54% among 240,000;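 note: plate controls were vehicle for no effect and no enzyme for full effect; nearly all actives have a fitted effect of over 30% in size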
Target sequence (P46063 whole entry, looked up): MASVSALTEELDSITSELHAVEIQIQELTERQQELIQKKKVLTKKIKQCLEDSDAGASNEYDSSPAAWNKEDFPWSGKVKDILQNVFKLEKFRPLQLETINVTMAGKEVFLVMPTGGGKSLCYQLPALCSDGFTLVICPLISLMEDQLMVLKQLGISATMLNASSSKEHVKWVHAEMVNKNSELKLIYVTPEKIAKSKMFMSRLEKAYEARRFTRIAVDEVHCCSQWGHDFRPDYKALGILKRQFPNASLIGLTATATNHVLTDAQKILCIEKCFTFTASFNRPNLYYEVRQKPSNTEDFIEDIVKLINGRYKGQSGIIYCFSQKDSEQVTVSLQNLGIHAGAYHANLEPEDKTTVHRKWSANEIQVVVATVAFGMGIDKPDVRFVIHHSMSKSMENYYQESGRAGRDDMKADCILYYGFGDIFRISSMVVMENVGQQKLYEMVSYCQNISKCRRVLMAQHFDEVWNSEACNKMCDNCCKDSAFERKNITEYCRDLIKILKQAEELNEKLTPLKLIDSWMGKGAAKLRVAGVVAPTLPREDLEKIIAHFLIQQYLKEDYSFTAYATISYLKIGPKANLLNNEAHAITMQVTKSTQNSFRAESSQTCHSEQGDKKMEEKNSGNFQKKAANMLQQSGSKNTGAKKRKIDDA
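50 nM RECQ1T1 preincubated 15 min with compound in Tris pH 8.0 buffer with MgCl2, DTT, Tween-20 and 2.5 ug/ml poly(dI-dC); started with 200 nM TAMRA/BHQ-2 forked duplex and 2 mM ATP. Unwinding read as fluorescence (525/598 nm), two reads 2 h apart.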
An asterisk follows results filed as active; i = inactive; ? = inconclusive; · = not tested or not shown; & = joins results of further samples; [ ] = another dose, or the depositor's remark. Unless noted, calls come from the whole dose curve; as a rule, active = well fitted curve in the direction sought with a large enough effect; inconclusive = small, poorly fitted or top-dose-only effect, or another doubt; inactive = no such curve, though single readings can be large; an effect the other way counts as inactive or inconclusive. Potency is the fitted concentration of half-maximal effect.

SMILES | Epigenetic derep | JMJD2E inh | Luc counter | NPSR antag | SMN2 splice enh | IMPase Li inh | GoLoco inh red | RECQ1 helicase
O=C(N[C@H]1CP(=O)(Oc2ccccc2)O[C@H](COCc2ccccc2)[C@H]1O)C(Cl)(Cl)Cl (some centres not stated) | 1.1% | 0% | · | -6% | · | · | 3% | 2%
N[C@@H](Cc1c[nH]c2ccccc12)c1nnc(SCc2ccccc2)o1 | -1.2% | -20% | -4% | -5%[46.1 µM] | -10% | -6%[38.3 µM] | 10% | -7%
CC(C)=CC1C(C(=O)OCc2cccc(Oc3ccccc3)c2)C1(C)C (configuration not stated) | 5.3% | -6% | -5% | · | -23% | 12% | 4% | 24%
Cc1cc(C)c(C2=NOC(O)(C(F)(F)F)C2)c(=O)[nH]1 (configuration not stated) | -1.0% | -7% | -2% | 2%[46.1 µM] | -2% | 1%[38.3 µM] | 4% | i
COc1ccc(C(CC(=O)N2CCC3(CC2)OCCO3)NS(=O)(=O)c2ccc(OC)cc2)cc1 (configuration not stated) | 0.0% | -1% | 1% | -11%[46.1 µM] | 18% | 17%[38.3 µM] | 2% | -2%
FC(F)(F)c1ccc2c(c1)ncn2C1CCN(Cc2nnnn2C2CCCCC2)CC1 | -0.2% | 9% | 4% | ? | -38%[inhibitor] | 15%[38.3 µM] | -6% | 14%
CCCCCCn1c(=O)c(C(=O)Nc2cnccn2)c(O)c2ccccc21 | -3.2% | -6% | · | 53% | · | · | 3% | 2%
O=c1[nH]c(=O)n(CCc2ccccc2)c(O)c1C=NCc1ccc2c(c1)OCO2 | -2.0% | -4% | -4% | -12%[46.1 µM] | 22% | 0%[38.3 µM] | 0% | i
O=C(c1cc(Br)ccc1Cl)N1CCC2(CC1)OCCO2 | -2.0% | 10% | 1% | -4%[46.1 µM] | ? | 27%[38.3 µM] | -1% | -15%
CC(=O)Nc1ccc(S(=O)(=O)N2CCSC2c2ccc(C)cc2)cc1 (configuration not stated) | -13% | 8% | -3% | -15%[46.1 µM] | -58%[inhibitor] | 3%[38.3 µM] | -2% | -6%
O=C1NC(=O)C(CCc2ccncc2)(c2ccccc2)C(=O)N1 | -1.0% | 2% | 2% | 0%[46.1 µM] | 26% | 19%[38.3 µM] | 2% | -2%
C[C@]12CC[C@@H]3[C@@H](CCC4=CC(=O)CC[C@@H]43)[C@@H]1CC[C@@H]2OC(=O)CCc1ccccc1 | 1.4% | · | 1%[39.9 µM] | · | · | 15% | -2% | i
C[C@]12CC[C@H](O)C[C@@H]1CC[C@H]1[C@H]2CC[C@]2(C)C(=O)CC[C@@H]12 | 1.1%&1.2%&-1.4%[16.9 µM] | -17%&10%&-1%[25.5 µM] | -3%&0%&3%[17.1 µM] | · | -15%&-5%&0%[20.6 µM] | 16%&-4%&4% | 3%&5%&-9%[21.6 µM] | -11%&-14%&-10%[25.9 µM]
CN1C[C@@H](NS(=O)(=O)N(C)C)C[C@@H]2c3cccc4c3c(cn4C)C[C@H]21 | 4.0% | · | · | · | -4% | -1% | -13% | i
O=[N+]([O-])NC1=NCN(Cc2ccco2)CN1Cc1ccco1 | -1.9% | -1% | 1% | 25% | -39%[inhibitor] | -10% | -2% | -2%
CCc1ccc(CN2CCCC(C(=O)c3sccc3C)C2)o1 (configuration not stated) | 0.0% | -3% | 1% | 42% | · | 18% | -2% | i
CC[N+](CC)(CC)CCCCCCCCCC[N+](CC)(CC)CC | -3.1% | 7% | 1% | 0%[46.1 µM] | -10% | 25%[38.3 µM] | 1% | -12%
O=C1NC(=O)N(Cc2ccc(F)cc2)C(=O)/C1=C\c1ccoc1 | 4.3% | 8% | · | 46% | · | · | 62%[activator] | 25µM*
O=P(O)(O)C#Cc1ccccc1 | 2.0% | 1% | 0% | -3%[46.1 µM] | 22% | 28%[38.3 µM] | 2% | -7%
CN(C)c1ccc2c(c1)N=C(c1ccco1)OP2(=S)N1CCOCC1 (configuration not stated) | -1.1% | -9% | -7% | -13%[46.1 µM] | 18% | -7%[38.3 µM] | 0% | 0%
O=C(O)COc1cc(Cl)c(Cl)cc1Cl | 0.1% | -5% | 2% | · | 6% | 5% | -1% | 0%
CCC(=Nc1ccc(Cc2ccncc2)cc1)c1c(O)n(C)c(=O)n(C)c1=O | -0.7% | -10% | -1% | 2%[46.1 µM] | -55%[inhibitor] | -3%[38.3 µM] | 5% | -4%
C=CCn1c(O)c(C(C)=Nc2cccc(C(F)(F)F)c2)c(=O)[nH]c1=O | -2.8% | -3% | · | 5% | · | · | 1% | -5%
CC(=NCc1ccc(F)cc1)c1c(O)n(C)c(=O)n(C)c1=O | -1.0% | 0% | 2% | -9%[46.1 µM] | -35%[inhibitor] | -5%[38.3 µM] | 8% | -2%
CCC(=NCC1CCCO1)c1c(O)n(-c2ccc(OC)cc2)c(=O)[nH]c1=O (configuration not stated) | -0.3% | -1% | · | -4% | · | · | -4% | -1%

Quoted from the listing:
GoLoco inh red with O=P(O)(O)C#Cc1ccccc1 is entered as 2%
JMJD2E inh with O=C(O)COc1cc(Cl)c(Cl)cc1Cl is entered as -5%

Grouped by structure: those above with an NH in an aromatic ring (five)
SMILES | Epigenetic derep | JMJD2E inh | Luc counter | NPSR antag | SMN2 splice enh | IMPase Li inh | GoLoco inh red | RECQ1 helicase
N[C@@H](Cc1c[nH]c2ccccc12)c1nnc(SCc2ccccc2)o1 | -1.2% | -20% | -4% | -5%[46.1 µM] | -10% | -6%[38.3 µM] | 10% | -7%
Cc1cc(C)c(C2=NOC(O)(C(F)(F)F)C2)c(=O)[nH]1 (configuration not stated) | -1.0% | -7% | -2% | 2%[46.1 µM] | -2% | 1%[38.3 µM] | 4% | i
O=c1[nH]c(=O)n(CCc2ccccc2)c(O)c1C=NCc1ccc2c(c1)OCO2 | -2.0% | -4% | -4% | -12%[46.1 µM] | 22% | 0%[38.3 µM] | 0% | i
C=CCn1c(O)c(C(C)=Nc2cccc(C(F)(F)F)c2)c(=O)[nH]c1=O | -2.8% | -3% | · | 5% | · | · | 1% | -5%
CCC(=NCC1CCCO1)c1c(O)n(-c2ccc(OC)cc2)c(=O)[nH]c1=O (configuration not stated) | -0.3% | -1% | · | -4% | · | · | -4% | -1%

Further compounds follow:
SMILES | Epigenetic derep | JMJD2E inh | Luc counter | NPSR antag | SMN2 splice enh | IMPase Li inh | GoLoco inh red | RECQ1 helicase
CN(C)c1ccc(NC(=O)CN2CCC(O)(c3ccccc3)CC2)cc1 | -2.9% | ? | 1% | 11% | · | 14% | -13% | -15%
CC(N)[C@@H](O)c1ccccc1 (some centres not stated) | -2.2% | 9% | 1% | · | -2% | -5% | 6% | -8%
COC(=O)C12CC3=CC(CC3=O)Cc3ccccc3[C@@H]1CNC2=O (some centres not stated) | -1.1% | 0% | -1% | · | 3% | 9% | 2% | -4%
NC(=NCCc1ccc(I)cc1)SCCCc1cnc[nH]1 | 4.2%&-4.0% | 9% | 0% | · | -41% | 14%&16% | -2%&6% | -4%
O=C(Cn1cnc2ccccc2c1=O)NCCC(=O)N1CCC2(CC1)OCCO2 | -3.5% | 1% | 0% | -13%[46.1 µM] | -1% | -26%[38.3 µM] | -4% | -10%
C[N+](C)(C)CC#CCN1CCCC1=O | -1.2%&-2.6% | -6%&-23% | -5%&1% | -4%[46.1 µM] | -14% | 11%&7% | -24%&-13% | -6%
CC(Cc1ccccc1)[n+]1cc(/N=C(\[O-])Nc2ccccc2)on1 (configuration not stated) | 0.0% | -9% | -2% | -5%[46.1 µM] | 6% | 3%[38.3 µM] | 4% | -13%
CC(C)(O)C(Cl)(Cl)Cl | -2.1% | · | -2%[39.9 µM] | · | · | 20% | 9% | -2%&-10%
Cc1ccc(Cn2nnnc2CN2CCC(n3nnc4ccccc43)CC2)cc1 | 1.1% | -6% | 2% | -17%[46.1 µM] | 4% | 20%[38.3 µM] | 2% | -4%
COc1ccc(OC)c(NC2=NCCCS2)c1 | 1.1% | 15% | -1% | 12% | 6% | 9% | -7% | i
COc1ccc2c(c1)CC1(CN2C)C(=O)NC(=O)N(c2ccc(F)cc2)C1=O (configuration not stated) | -1.6% | ? | 10% | -7%[46.1 µM] | -1% | -4%[38.3 µM] | -8% | -3%
CN(C)c1ccc(/C=C2/C(=O)NC(=O)N(Cc3ccco3)C2=O)cc1 | -0.1% | -30% | -6% | -6% | -9% | 7% | 121%[activator] | ?
Cn1c(O)c(C(c2ccccn2)c2c(O)n(C)c(=S)[nH]c2=O)c(=O)[nH]c1=S | 0.0% | ? | -6% | -3%[46.1 µM] | 1% | -2%[38.3 µM] | -18% | 2%
CC(=O)N1N=C(c2cccnc2)CC1c1ccccc1O (configuration not stated) | 1.0% | -4% | · | -4% | · | 3% | 5% | -23%
COc1ccc(OP(=O)(Nc2ccccc2)Nc2ccccc2)cc1 | 1.9% | 10% | -3% | ? | -7% | 16%[38.3 µM] | -12% | i
c1ccc(CNc2c3c(nc4ccccc24)CCC3)cc1 | -2.1% | ? | · | -26% | · | · | 26% | 34%[activator]
COc1ccc(C(=O)OC2C[C@H]3CC[C@@H](C2)N3C)cc1OC (some centres not stated) | 1.4%[16.9 µM] | -2%[25.5 µM] | -5%[17.1 µM] | · | -1%[20.6 µM] | 1% | 6%[21.6 µM] | 0%[25.9 µM]
CC1(C)COC(Nc2cccc(Cl)c2)=N1 | 0.8% | 2% | 2% | 8%[46.1 µM] | -4% | 18%[38.3 µM] | -2% | -12%
CCCCCCn1c(=O)c(C(=O)Nc2ccncc2)c(O)c2ccccc21 | 1.0% | 14% | -1% | -5%[46.1 µM] | · | 21%[38.3 µM] | -15% | 13%
C=C/C(=C/C(=O)C[C@H](C)C[C@@H](C)CC[C@H](O)[C@H](C)C(=O)C[C@@H](O)[C@H](C)[C@@H](C)OC(=O)C[C@@H](O)C1=C(C)C(=O)OC1=O)CC | -2.1%[10.1 µM] | · | 0%[39.9 µM] | · | · | -5% | 15%[14.2 µM] | i[11.5 µM]
NP(=O)(Oc1ccccc1Cl)Oc1ccccc1Cl | 1.3% | -4% | 2% | -1% | ? | -5% | -11% | -4%

Source: PubChem BioAssay

Some of the compounds tested; rates above refer to the full screens.
